All columns: NCI-60 one-dose screen, growth in % after 48 h at 10 µM unless noted; 100 = growth as untreated, 0 = no growth, -100 = all killed.
NCI-H460 – NCI-H460 lung cancer; AID 1794736; 82,000 compounds, 6.8% hits
NCI-H522 – NCI-H522 lung cancer; 78,000 compounds, 8% hits; AID 1794739
HT29 – HT29 colon cancer; 81,000 compounds, 7.4% hits
SW-620 – SW-620 colon cancer; 82,000 compounds, 5.2% hits
COLO 205 – COLO 205 colon cancer; 79,000 compounds, 7.3% hits; AID 1794742
NCI-H322M – NCI-H322M lung cancer; 80,000 compounds, 2.7% hits
NCI-H226 – NCI-H226 lung cancer | 79,000 compounds, 3.5% hits
HCT-15 – HCT-15 colon cancer; AID 1794746; 82,000 compounds, 5.2% hits
NCI-H23 – NCI-H23 lung cancer | AID 1794731 | 80,000 compounds, 4% hits
* marks the source's active call; other numbers are inactive results; nt = no result given; & = joins results of further samples. How the source made its calls: active means growth percent below 10; inactive means the rest.

SMILES	NCI-H460	NCI-H522	HT29	SW-620	COLO 205	NCI-H322M	NCI-H226	HCT-15	NCI-H23
C=CCc1c(N(C)c2ccc(C)cc2)ncnc1-n1c(C)nc2ccccc21	97	66	75	97	76	103	88	71	80
O=C1Nc2ccccc2C12CC(c1ccccc1)=NN2 (stereo unspecified)	33	25	8.1*	28	31	66	79	33	70
COc1ccc(-c2nc(-c3nc4cc(C(=O)c5ccccc5)ccc4[nH]3)cc3c2[nH]c2ccccc23)cc1	86	92	114	103	91	110	98	91	101
Cc1ccc(NC(=S)Nc2ncccc2OCc2cccc(F)c2)cc1	95	76	77	92	nt	91	93	78	91
CCOC(=O)c1c2c(n(-c3ccc(I)cc3)c1-c1ccccc1)C=CCC2	103	65	55	94	102	95	107	83	80
Cc1cc(C(C)(C)C)cc(Cc2cc(C(C)(C)C)cc(C=O)c2O)c1O	105	63	75	100	102	83	103	87	86
Cc1oc2nc[nH]c(=O)c2c1C(=O)/C=C/c1ccc(F)cc1	90	70	83	97	107	89	93	67	80
CN(C)c1ccc(/C=C2\SC(=S)N(CCCN3CCOCC3)C2=O)cc1	98	78	67	106	106	102	89	78	102
COc1ccc(C[n+]2c3ccccc3n3c4ccc(N)cc4ccc32)c(OC)c1OC	74	11	39	82	16	102	61	101	49
Cn1c(=O)c(C#N)c(-c2ccccc2)n2c(SCC(=O)c3ccccc3)nnc12	88	82	103	104	118	112	107	73	83
O=C(Cn1c(/C=C/c2cccc([N+](=O)[O-])c2)nc2ccccc2c1=O)Nc1ccc(Cl)cc1	120	109	105	103	105	98	103	98	106
Cc1csc(Nc2nc(-c3cccc(Br)c3)nc(C(Cl)(Cl)Cl)n2)n1	9.5*	97	19	53	4.3*	-30*	110	59	86
O=C1/C(=C/c2c[nH]c(=O)[nH]c2=O)Oc2cc(O)ccc21	104	89	102	99	107	106	99	102	103
CCN1C(=O)N(CC)C2Nn3c(s/c(=C\c4ccc(OC)cc4)c3=O)=NC21 (stereo unspecified)	32	12	83	26	32	83	85	32	76
CN(C)CCN(Cc1ccc(Cl)cc1)c1ccccn1	106	86	78	98	93	91	111	98	96
Cc1ccc(NC(=O)CN2CCN(c3cc(=O)[nH]c4ccc(F)cc34)CC2)cc1	83	86	104	93	105	81	82	89	89
CCCCCCCCCC(=O)Oc1ccc(/C(=C(/CC)Cc2ccccc2)c2ccc(OCCN3CCCCC3)cc2)cc1	100	72	69	105	99	84	93	85	91
COc1cc(Cc2ccc(O)c(OC)c2)ccc1O	106	81	86	101	97	103	101	104	102
Cc1cc(=O)oc2c1ccc1oc(C(=O)c3ccccc3)c(C)c12	85	nt	52	92	93	112	nt	64	82
COc1ccc(S(=O)(=O)NC2c3ccccc3CC2O)c(OC)c1 (stereo unspecified)	107	93	103	98	114	106	105	104	104
Cn1cccc1-c1cc(C(=O)N/N=C\c2cccc(O)c2)[nH]n1	104	93	111	107	116	92	93	101	116
N#CC(c1ccc(Cl)cc1)c1cccc(Cl)n1 (stereo unspecified)	101	87	93	94	96	100	100	104	103
O=C(Nc1nc2ccccc2s1)Nc1ccccc1Cl	67	64	98	97	97	94	32	94	71
COc1ccccc1CNCCCN1C(=O)c2ccc3c4c(ccc(c24)C1=O)C(=O)N(CCCNCc1ccccc1OC)C3=O	nt	-90*	-60*	nt	-6.1*	-47*	-65*	-69*	-73*
CCOC(=O)c1c(NCC(=O)Nc2ccccc2[N+](=O)[O-])sc2c1CCCC2	104	94	105	101	106	99	95	99	99
COc1cc2ncnc(Nc3ccc(S(=O)(=O)Nc4nccs4)cc3)c2cc1OCCCN1CCN(C)CC1	106	101	111	106	109	108	113	107	102
COc1ccccc1-n1cc(C#N)c(N)c1C(=O)c1ccc(Cl)cc1	88	22	53	41	87	103	98	36	91
CN(C)/C=C1\CC2C(=O)N(Cc3ccc(Cl)cc3Cl)C(N(C)C)N2C1=O (stereo unspecified)	104	73	87	104	104	106	94	104	107
COc1cccc(-c2cc(-c3ccc(C)s3)c(C#N)c(=O)[nH]2)c1	95	87	127	96	119	94	99	89	93
Cc1ccc2nc(NC(=O)CSc3nc(-c4ccccc4)c(C#N)c(N4CCN(C)CC4)n3)sc2c1	81	82	63	93	86	90	83	67	96
Cc1cc2nc(C)c(=O)[nH]c2cc1C	102	79	92	102	115	101	100	104	99
CC(C)NC(=O)OCC#CCOC(=O)NC(C)C	108	89	104	109	106	87	106	108	100
Cn1ccc(N)nc1=O	117	98	101	102	113	95	102	94	101
O=C(/C=C/c1ccc([N+](=O)[O-])cc1)c1cc2ccccc2oc1=O	105	99	107	102	120	108	nt	101	97
CCCCCCCCCCCCCCNc1nc(Cl)ncc1-c1ccc(C(F)(F)F)cc1	104	87	96	103	110	84	100	100	101
Cc1cc(C)nc(NS(=O)(=O)c2ccc(NCc3coc4ccccc4c3=O)cc2)n1	101	85	95	99	111	105	103	99	109
COc1ccc(CCC2(C)OCC(CCCCO)O2)cc1 (stereo unspecified)	113	97	102	106	99	127	103	103	106
Cc1ccc(Nc2ccc(N)cc2S(=O)(=O)O)cc1	103&129	102&89	102&99	113&109	112	119&91	106&97	105&108	97&96
O=C1Nc2cc(Cl)ccc2/C1=C/c1ccc(OCc2ccc(Br)cc2F)cc1	-81*	-53*	5.8*	-56*	-43*	5.4*	-71*	-32*	-69*
CCN1CCN(CC(=O)Nc2nc3ccc(NCc4ccc(F)cc4)cc3s2)CC1	99	104	77	92	78	94	91	67	90
CC(C)Sc1nc(Nc2ccc(S(N)(=O)=O)cc2)c(C#N)c(-c2ccc(Cl)cc2)n1	122	103	103	114	111	106	105	104	109
Cc1ccc(S(=O)(=O)Nc2ccc(Cl)c(Cl)c2)cc1	97	84	88	85	120	105	102	104	96
OCCn1cc(-c2nc(-c3c[nH]c4ncccc34)cs2)c2ccccc21	79	59	95	91	86	75	58	56	72
COc1cc(C2CC(c3ccc4c(c3)OCO4)=NN2C(C)=O)cc(OC)c1OC (stereo unspecified)	11	-30*	nt	27	-13*	-13*	52	40	44
COc1cc(CNc2oc(-c3ccccc3)c(-c3ccccc3)c2C#N)cc(CN2CCOCC2)c1O	104	91	102	103	120	116	97	60	101
CSC1=Nc2c(c(C)c(C)n2CCCC(=O)O)C2=NC(=O)CN12	105	94	108	110	137	112	110	114	109
O=C(O)COc1cccc2ccccc12	111	101	111	104	111	109	102	105	110
Cc1cc(=O)oc2c(N)nccc12	107	nt	nt	104	97	116	93	88	117
CC(C)(C)c1ccc2c(c1)C(=O)N(Cc1ccc(S(N)(=O)=O)cc1)C2=O	107	86	100	106	100	103	85	111	87
CCCSc1nnc(-c2c(C)nc3ccc(Cl)cn23)o1	104	80	98	100	104	99	82	99	80

Additional structures:
SMILES	NCI-H460	NCI-H522	HT29	SW-620	COLO 205	NCI-H322M	NCI-H226	HCT-15	NCI-H23
COc1ccc(/C=C\C(=O)c2ccccc2O)cc1	110	92	107	103	110	102	103	92	100
COc1cc(NC(C)CCCNC(=O)CCC(=O)NCCCNCCCCCCCNCCCNC(=O)CCC(=O)NCCCC(C)Nc2cc(OC)cc3cccnc23)c2ncccc2c1 (stereo unspecified)	101	87	92	87	64	69	98	102	86
c1ccc(C(CN2CCCCC2)OCc2cccs2)cc1 (stereo unspecified)	109	91	90	106	nt	96	96	102	96
CC1=C2CC[C@]2(C)[C@@]2(O)C[C@](C)(CO)C=C2C1=O	103	102	106	100	121	97	103	102	103
COc1cc(C(=O)N2Cc3cc4ccccc4nc3C2C)cc(OC)c1OC (stereo unspecified)	109	nt	103	108	106	104	86	107	100
CN(CCc1ccccc1)C(=S)N(C(=O)c1ccc([N+](=O)[O-])cc1)c1ccc(Cl)cc1	102	100	93	75	109	102	nt	84	98
Cc1cc(=S)[nH]c(=S)[nH]1	99	92	100	97	111	96	100	87	95
Cc1ccc(S(=O)(=O)NCCNc2nccc(-n3ccc4cccnc43)n2)cc1	98	87	103	116	105	95	96	63	96
Nc1cc([N+](=O)[O-])cc(S(=O)(=O)O)c1O	109	70	93	102	108	119	109	106	108
COc1ccc(Cl)cc1-c1cn(-c2cc(OC)c(OC)c(OC)c2)c(=O)[nH]1	105	77	98	107	123	102	99	101	92
CCCC(CCc1ccccc1)C(=O)NC(N)=O (stereo unspecified)	111	104	101	111	nt	99	95	102	93
C=CCn1c(SCC(=O)Nc2ccc(C(=O)/C=C/c3ccc(Cl)cc3)cc2)nnc1-c1ccc(OC)c(OC)c1	98	70	98	93	92	101	79	78	85
O=C(Cc1ccccc1)Nc1cn(-c2ccccc2)[nH]c1=O	113	95	113	111	117	112	110	105	101
O=Cc1cc2ccccc2nc1Nc1nc2ccccc2s1	103	88	93	91	115	92	nt	94	96
COc1ccc(S(=O)(=O)N2CCN(Cn3nc(-c4cc(OC)c(OC)c(OC)c4)oc3=S)CC2)cc1	96	94	101	93	108	123	84	102	89
NS(=O)(=O)N(c1cc(C(F)(F)F)cc(C(F)(F)F)c1)C1CCN(Cc2ccc(C(F)(F)F)cc2)CC1	5.7*	-23*	5.9*	20	-60*	45	78	46	9.8*
Cc1ccc2nc(-c3c(-c4ccc(F)cc4)nc4sccn34)[nH]c2c1	96	82	98	90	106	106	80	94	92
COC1C(O)CC(OC2CC(OC3CC(O[C@@H]4C(=O)c5c(cc6cc(OC7CC(OC8CC(O)C(O)C(C)O8)C(O)C(C)O7)c(C)c(O)c6c5O)CC4[C@H](OC)C(=O)C(C)=O)OC(C)C3O)OC(C)C2O)OC1C (stereo partly specified)	8.4*	-35*	-20*	8.3*	-48*	-8.5*	-11*	-2.2*	-24*
Cc1nn(-c2ccccc2)c2c1C(c1ccc([N+](=O)[O-])cc1)C(C#N)=C(N)O2 (stereo unspecified)	108	98	105	119	nt	116	99	106	98
COc1cccc(C(=O)C(=O)c2cccc(OC)c2OC)c1OC	110	93	105	107	102	103	103	104	104
CC(C)N(Cc1ccc(CN(C(=O)CCl)C(C)C)cc1)C(=O)CCl	36	-76*	-50*	2.8*	-54*	95	-2.9*	0.1*	20
CC(C)CC(=O)Oc1ccccc1NCCCc1ccccc1	105	101	102	106	nt	95	98	99	101
OCCNCCCNc1ccnc2cc(Cl)ccc12	99	107	98	93	106	95	101	102	96
O=C1c2cc3c(cc2-c2c1c1cc(F)c(F)cc1c(=O)n2C[C@H](O)CO)OCO3	1.4*	-3.3*	1.0*	12	-18*	-3.5*	-74*	1.6*	-30*
COc1cccc2c1C(=O)c1c(O)c3c(c(O)c1C2=O)C[C@](O)(C(=O)CO)C[C@H]3O[C@@H]1C[C@@H](NC(=O)CCCN(C)C2(c3ccc(F)cc3)CC3CCC2C3)[C@H](O)[C@@H](C)O1 (stereo partly specified)	-87*	-83*	-61*	-78*	-76*	49	65	3.4*	-60*
Nc1cc(C(F)(F)F)ccc1[N+](=O)[O-]	86	97	108	101	101	90	93	99	89
CCCCCCCCCCCCCCCCn1cc[n+](C)c1	-88*	-87*	-100*	-67*	-46*	8.3*	-61*	9.8*	-52*
CSc1nc(N)n(/N=C(\C)c2ccccc2)c(=O)c1C#N	105	97	113	101	125	105	98	102	nt
O=C1CC(c2ccccc2)CC2=C1C(c1c[nH]c3cccc(F)c13)Cc1c(F)cccc1N2 (stereo unspecified)	75	74	74	79	101	85	75	50	78
CSc1nc(N)c2c(n1)N(C)C=NS2(=O)=O	115	105	124	102	101	114	101	103	105
c1cncc(-c2nc3cc4nc5ccccc5[nH]c4cc3n2)c1	106	92	99	104	102	104	102	95	94
Nc1cc(-c2c[nH]c3ccc(Br)cc23)nc2cc(-c3c[nH]c4ccccc34)nn12	-53*	-77*	-55*	-83*	-87*	-19*	3.7*	-67*	-69*
C=CC(=O)N[C@@H](/C=C/C(=O)OCC)Cc1ccc(-c2cc(F)cc(F)c2)cc1	104	77	108	100	116	90	66	91	87
Cn1c(O)c(N=NC(=O)c2ccco2)c2ccccc21	99	92	104	95	102	91	80	90	80
COc1ccc(C(C#N)c2ccc(OC)cc2)cc1	106	83	86	104	104	95	107	96	102
COc1ccc(-c2ccc(NC(=O)Nc3ccc(Cl)c(C(F)(F)F)c3)c(C)n2)cc1	31	25	46	67	80	71	65	38	31

Entries of single compounds, looked up by structure. Order of screens: NCI-H460 | NCI-H522 | HT29 | SW-620 | COLO 205 | NCI-H322M | NCI-H226 | HCT-15 | NCI-H23
Profile of CN(C)CCN(Cc1ccc(Cl)cc1)c1ccccn1 = 106 | 86 | 78 | 98 | 93 | 91 | 111 | 98 | 96
Profile of O=C1/C(=C/c2c[nH]c(=O)[nH]c2=O)Oc2cc(O)ccc21 = 104 | 89 | 102 | 99 | 107 | 106 | 99 | 102 | 103
Profile of COc1cc2ncnc(Nc3ccc(S(=O)(=O)Nc4nccs4)cc3)c2cc1OCCCN1CCN(C)CC1 = 106 | 101 | 111 | 106 | 109 | 108 | 113 | 107 | 102
Profile of COc1ccc(/C=C\C(=O)c2ccccc2O)cc1 = 110 | 92 | 107 | 103 | 110 | 102 | 103 | 92 | 100
Profile of Cc1cc(C)nc(NS(=O)(=O)c2ccc(NCc3coc4ccccc4c3=O)cc2)n1 = 101 | 85 | 95 | 99 | 111 | 105 | 103 | 99 | 109

Screens as filed in PubChem BioAssay.
